F508del corr: F508del CFTR correction, initial screen, CFBE line, single point; actives 0.36% (n = 350,000); activity (quench increase), % at 7.58 µM; CFBE cells, YFP halide quenching; stimulated with forskolin plus potentiator P3; % fluorescence drop versus neutral controls;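 active = mean added fluorescence quench of at least 8% versus neutral control, with both replicates also reaching 8%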;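 also: cells transiently co-express mutant CFTR-F508del with the halide-sensitive YFP; corrector assay measuring rescue of mutant channel to the surface after 24 h compound exposure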
PGC1a acetyl inh: inhibitors of PGC1a acetylation signal, primary screen, cell-based, U2OS, AlphaScreen, inhibitor mode; AlphaScreen anti-acetyl-lysine; with virally co-expressed GCN5 acetyltransferase; inhibition, % at 15.6 µM; actives 0.17% (n = 350,000);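 active = every replicate shows inhibition of at least 40%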;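 also: 0% = neutral control wells and 100% = positive control wells; some results beyond the cut were filed as inactive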
GSIS activator: GLuc luminescence reporter in INS-1E cells, primary screen for activators of glucose-dependent secretion of insulin; INS-1E GLuc reporter insulin secretion, 2-3 h; activation, % at 16.6 µM; actives 0.61% (n = 370,000); AID 743287, 2014;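 active = lowest replicate activation of at least 40%, so every replicate reaches that level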;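 also: 0% = median of neutral control wells and 100% = median of IBMX positive control wells; some compounds called inactive have numbers as strong as hits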
Active calls of the source: *. An excerpt. The share of hits here may be higher or lower than overall.

SMILES	F508del corr	PGC1a acetyl inh	GSIS activator
COc1ccc(NC(=O)N2CC(=O)N3[C@H](CO)[C@@H](c4ccc(C#CCC5CCCC5)cc4)[C@H]3C2)cc1	4.0	-13.9	11.3
COc1cccc(-c2ccc([C@@H]3[C@H]4CN(C(=O)C5CCCCC5)CC(=O)N4[C@H]3CO)cc2)c1	-0.2	-1.9	-7.6
O=C1CN(Cc2ccccc2)C[C@@H]2[C@H](c3ccc(Br)cc3)[C@@H](CO)N12	3.9	-0.1	1.9
O=S(=O)(N/N=C/c1ccc(N2CCOCC2)cc1)c1ccccc1	1.5	-2.1	-20.9
O=C(c1cnccn1)N1CC(=O)N2[C@H](C1)[C@H](c1ccc(-c3ccc(F)cc3)cc1)[C@@H]2CO	2.2	-0.6	2.7
O=C(CNC(=O)c1ccncc1)N/N=C/c1ccccn1	-0.3	5.4	12.0
CN(C)CC#Cc1ccc([C@@H]2[C@H](CO)N3C(=O)CN(C(=O)c4cccc(F)c4)C[C@@H]23)cc1	1.3	4.3	14.7
COc1ccc2c3c([nH]c2c1)[C@@H](CO)N(C(C)=O)CC31CN(Cc2cc(-c3ccccc3)on2)C1	-3.6	0.4	-25.2
COc1ccc2c3c([nH]c2c1)[C@@H](CO)N(C)CC31CCN(C(=O)NC(C)C)CC1	-0.2	8.6	2.4
CC(C)NC(=O)NCC[C@H]1CC[C@H](NS(=O)(=O)c2ccccc2)[C@H](CO)O1	2.3	-10.4	6.5
COc1ccc2c3c([nH]c2c1)[C@H](CO)N(C(=O)Cc1ccccc1)CC31CN(C)C1	-1.4	-4.4	0.2
COc1ccc(NC(=O)Nc2cccc3c2O[C@H](CN(C)Cc2ccc(C(=O)Nc4ccccc4N)cc2)[C@H](C)CN([C@@H](C)CO)C3=O)cc1	1.6	0.9	1.3
O=C(Nc1ccccc1F)N1CC(=O)N2[C@@H](CO)[C@H](c3ccc(C#Cc4ccccc4)cc3)[C@@H]2C1	1.3	6.2	-5.6
CC(=O)Nc1ccc(S(=O)(=O)Nc2cccc(-c3cn4cccnc4n3)c2)cc1	-1.3	2.6	1.9
COc1ccc(NC(=O)N2CC(=O)N3[C@H](CO)[C@@H](c4ccc(/C=C/c5ccccc5)cc4)[C@H]3C2)cc1	1.6	-2.8	-7.7
O=[N+]([O-])c1ccc(COc2cccnc2)cc1	1.5	-1.1	-2.4
CCC(=O)N1CCC2(CC1)CN(C(=O)c1ccccn1)[C@H](CO)c1c2c2ccc(OC)cc2n1C	-1.7	-4.9	15.9
Cc1ccccc1-c1ccc([C@H]2[C@@H](CO)N3C(=O)CN(C(=O)Nc4ccc(F)cc4)C[C@H]23)cc1	-1.7	-5.6	-13.5
CCS(=O)(=O)N1CC2(C1)[C@H](c1ccccc1)[C@H](CO)N2CC1CCCC1	0.9	-11.6	1.6
O=C(C1CCOCC1)N1CC(=O)N2[C@H](CO)[C@@H](c3ccc(Br)cc3)[C@H]2C1	-2.4	-5.8	-1.2
Cc1ccccc1S(=O)(=O)N1CC(=O)N2[C@@H](CO)[C@H](c3ccc(C#CCN(C)C)cc3)[C@@H]2C1	-0.2	-2.6	-2.3
C/C=C/c1ccc([C@@H]2[C@H]3CN(C(=O)Nc4ccccc4F)CC(=O)N3[C@H]2CO)cc1	3.9	8.1	-6.9
Cc1cc(C)cc(NC(=O)c2ccc(NC(=O)C3C4CC5OC(=O)C3C5C4)cc2)c1 (centres undefined)	-3.0	-0.1	-16.2
O=C(N/N=C/c1cccc(C(F)(F)F)c1)c1ccc(O)cc1	0.1	1.1	3.2
O=C(Nc1cc(F)ccc1F)N1CC(=O)N2[C@H](CO)[C@H](c3ccc(-c4cccnc4)cc3)[C@H]2C1	-1.5	-3.8	9.1
C[C@@H]1CN([C@@H](C)CO)C(=O)c2cc(NC(=O)CCCCCC(=O)Nc3ccccc3N)ccc2O[C@H]1CN(C)C(=O)Nc1ccccc1	1.6	-0.6	3.9
COc1ccc2c3c([nH]c2c1)[C@H](CO)N(Cc1cc(F)ccc1F)CC31CCN(C(=O)C2CCC2)CC1	-1.1	-3.5	6.9
O=C1CN(Cc2ccccc2)C[C@@H]2[C@H](c3ccc(-c4ccccc4F)cc3)[C@H](CO)N12	-1.2	12.1	-8.8
COc1ccc2c3c(n(C)c2c1)[C@@H](CO)N(C(=O)Nc1ccc(F)cc1)CC31CCN(Cc2ccccc2F)CC1	4.3	-15.3	-10.0
CN(C)C(=O)[C@@H]1[C@@H](CO)[C@@H]2Cn3c(ccc(/C=C/c4ccccc4)c3=O)[C@@H]2N1CC1CC1	4.8	-8.1	1.0
O=C(CN1CCOCC1)N1CC2(C1)[C@H](c1ccccc1)[C@@H](CO)N2Cc1ccc(F)cc1	0.4	-5.0	-3.6
COCC(=O)N1CC2(C1)CN(Cc1cc(F)ccc1F)[C@@H](CO)c1[nH]c3cc(OC)ccc3c12	0.7	15.3	10.6
CCCNC(=O)N1CC2(CCN(Cc3cccc(OC)c3)CC2)c2c([nH]c3cc(OC)ccc23)[C@H]1CO	1.3	-14.4	-10.9
CN(C)C(=O)c1cccc(-c2ccc([C@H]3[C@@H](CO)N4C(=O)CN(C(=O)Cc5ccccc5)C[C@@H]34)cc2)c1	0.9	6.4	1.4
CCCNC(=O)N1CC2(CN(C(=O)c3cccc(F)c3)C2)c2c([nH]c3cc(OC)ccc23)[C@H]1CO	2.3	14.1	-17.3
COc1ccc(NC(=O)N(C)C[C@@H]2Oc3c(NS(=O)(=O)c4cn(C)cn4)cccc3C(=O)N([C@H](C)CO)C[C@@H]2C)cc1	0.9	9.2	8.3
COc1ccc(C2C(C(=O)NCc3ccco3)c3ccccc3C(=O)N2C)cc1 (centres undefined)	3.1	-2.4	10.0
Cc1ccc(-n2nnnc2C(Cl)(Cl)c2nnnn2-c2ccc(C)cc2)cc1	4.1	5.2	13.5
CN(C)CC#Cc1ccc([C@H]2[C@H]3CN(C(=O)c4ccccc4)CC(=O)N3[C@H]2CO)cc1	-2.0	7.0	-1.6
COc1ccc2c3c([nH]c2c1)[C@H](CO)N(C(C)=O)CC31CCN(C(=O)Nc2c(C)noc2C)CC1	-2.5	4.0	10.9

Compound profiles, from the list above.
Results for COc1ccc2c3c([nH]c2c1)[C@H](CO)N(Cc1cc(F)ccc1F)CC31CCN(C(=O)C2CCC2)CC1 : F508del corr = -1.1; PGC1a acetyl inh = -3.5; GSIS activator = 6.9
Results for C[C@@H]1CN([C@@H](C)CO)C(=O)c2cc(NC(=O)CCCCCC(=O)Nc3ccccc3N)ccc2O[C@H]1CN(C)C(=O)Nc1ccccc1 : F508del corr = 1.6; PGC1a acetyl inh = -0.6; GSIS activator = 3.9

Next records.
SMILES	F508del corr	PGC1a acetyl inh	GSIS activator
CCCNC(=O)N1CC2(CN(S(=O)(=O)c3ccc(OC)cc3)C2)c2c(n(C)c3cc(OC)ccc23)[C@H]1CO	5.4	6.8	-2.3
COc1ccc(S(=O)(=O)N(C)C[C@@H]2Oc3c(NS(=O)(=O)c4cccs4)cccc3C(=O)N([C@H](C)CO)C[C@@H]2C)cc1	-0.5	-5.3	-4.1
CCOc1ccc(C2C(C#N)=C(N)Oc3nc[nH]c(=O)c32)cc1 (centres undefined)	3.2	-1.3	-0.5
Cc1ccnc(NC2(C(F)(F)F)N=C3SCCN3C2=O)c1 (centres undefined)	-1.6	3.4	-36.4
O=C(c1ccc(NC(=S)NCc2ccco2)cc1)N1CCCCC1	0.4	-2.5	-5.4
COC(=O)c1cccc(NC(=S)NCc2ccc(F)cc2)c1	-3.8	8.2	2.6
Cc1ccc(S(=O)(=O)N(C)C[C@@H]2Oc3ccc(NC(=O)CCCCCC(=O)Nc4ccccc4N)cc3C(=O)N([C@@H](C)CO)C[C@@H]2C)cc1	-0.5	-11.5	-0.7
CCCNC(=S)N1CCC(NC(=O)Nc2ccc(C)cc2)CC1	1.0	-10.2	-10.2
C[C@H]1CN([C@@H](C)CO)C(=O)c2cccc(NC(=O)CCCCCC(=O)Nc3ccccc3N)c2O[C@@H]1CN(C)C(=O)Nc1ccc(C(F)(F)F)cc1	-0.5	7.2	20.9
Cc1cnc(NC(=O)[C@H](C)N2C(=O)C3CCCCC3C2=O)s1 (some centres undefined)	-0.1	-0.5	0.7
O=C(C[n+]1ccccc1)N1CCCc2ccccc21	-2.7	2.8	1.6
O=C(Nc1ccc(F)cc1)N1CC(=O)N2[C@H](CO)[C@@H](c3ccc(-c4ccc(F)cc4)cc3)[C@@H]2C1	1.9	-0.3	-23.2
COCCn1c(C)cc(C(=O)CN2CCCCC2)c1C	2.9	3.1	-0.4
COc1ccc2c3c([nH]c2c1)[C@@H](CO)N(C(=O)Nc1ccc(F)cc1)CC31CCN(C(=O)c2ccccn2)CC1	2.1	2.5	-14.0
C[C@@H]1CN([C@H](C)CO)C(=O)c2cc(NC(=O)Nc3cccc4ccccc34)ccc2O[C@H]1CN(C)S(=O)(=O)c1cn(C)cn1	-1.6	9.0	-2.0
COc1ccc2c3c(n(C)c2c1)[C@H](CO)N(C(=O)c1ccccn1)CC31CN(C)C1	1.6	-2.6	8.9
COc1ccc2c3c([nH]c2c1)[C@@H](CO)N(Cc1cccnc1)CC31CN(C(=O)CN(C)C)C1	0.9	0.9	5.0
Cc1ccc(-n2nc(C)c3c2NC2=C(C(=O)CC(C)(C)C2)C3c2ccccc2OCC(=O)O)cc1 (centres undefined)	-0.1	-8.2	-11.1
O=C(C[C@H]1C=C[C@H](NC(=O)c2ccc3c(c2)OCO3)[C@H](CO)O1)NCc1ccc(Cl)cc1	-1.7	2.6	-3.6
COc1cccc(C#Cc2ccc([C@H]3[C@@H](CO)N4C(=O)CN(C(=O)C5CC5)C[C@@H]34)cc2)c1	0.6	-21.9	-2.1
COc1ccc2c3c(n(C)c2c1)[C@@H](CO)N(Cc1cc(F)ccc1F)CC31CN(C(C)=O)C1	-1.4	2.1	-0.8
COc1ccc2c3c(n(C)c2c1)[C@H](CO)N(CC1CCOCC1)CC31CN(C(=O)c2cccc(F)c2)C1	-0.8	-10.4	4.0
CCCOC(=O)c1ccc(NC(=O)Oc2ccccc2)cc1	0.7	1.7	25.3
Cc1ccc(C(=O)N2CCN(c3ccccn3)CC2)cc1[N+](=O)[O-]	-1.8	5.0	16.1
C/C=C/c1ccc([C@H]2[C@H](CO)N(C(C)=O)C23CN(C(=O)c2ccncc2)C3)cc1	-4.0	7.3	10.0
C[C@H](CO)N1C[C@H](C)[C@H](CN(C)Cc2ccc(Oc3ccccc3)cc2)Oc2c(NC(=O)CCCCCC(=O)Nc3ccccc3N)cccc2C1=O	1.1	-16.1	-6.9
CCN1[C@@H]2c3ccc(-c4cccnc4)c(=O)n3C[C@H]1[C@H](CO)[C@H]2C(=O)NC1CCCC1	-0.9	9.1	2.8
O=C(/C=C/c1ccccc1)NNc1ccc(Cl)cc1	0.9	3.8	-13.5
COc1ccc(S(=O)(=O)N2CCC3(CC2)CN(C(=O)c2cccnc2)[C@H](CO)c2c3c3ccc(OC)cc3n2C)cc1	-1.2	-2.8	-14.4
O=C(Nc1cccc(F)c1)N1CC(=O)N2[C@H](C1)[C@H](c1ccc(Br)cc1)[C@@H]2CO	0.4	-2.7	1.8
CCOc1ccc(S(=O)(=O)N(C)c2ccc(OCC(=O)NCc3cccnc3)cc2)cc1	-1.9	-12.0	-2.2
COc1ccccc1NC(=O)N1CC(=O)N2[C@H](CO)[C@@H](c3ccc(C#Cc4ccc(F)cc4)cc3)[C@H]2C1	0.5	-6.4	-7.2
CCCN1[C@@H]2c3ccc(-c4cccc(F)c4)c(=O)n3C[C@H]1[C@H](CO)[C@H]2C(=O)N(C)C	-1.1	-2.6	-10.8
COc1ccccc1CN1[C@H](CO)[C@H](c2ccccc2)C12CN(C(=O)c1ccccn1)C2	3.7	-27.6	-3.9
CCCNC(=O)N1CC2(CN(S(=O)(=O)c3ccc(OC)cc3)C2)c2c(n(C)c3cc(OC)ccc23)[C@@H]1CO	5.3	1.6	21.1
COc1ccc(-c2csc(Cc3nc(O)cs3)n2)cc1	-4.1	-4.2	-6.5
COc1cccc(C(=O)N2CCOCC2)c1OC	0.6	-9.2	-8.2
COc1ccc2c3c([nH]c2c1)[C@@H](CO)N(C(=O)NC(C)C)CC31CCN(C(=O)c2ccncc2)CC1	-2.9	5.9	8.8
COc1ccc2c3c(n(C)c2c1)[C@@H](CO)N(Cc1ccccc1)CC31CN(C(=O)C2CC2)C1	1.0	-18.0	-8.1
O=C(c1cccnc1)N1CC(=O)N2[C@H](CO)[C@@H](c3ccc(/C=C/c4ccccc4)cc3)[C@@H]2C1	-2.4	-5.6	-14.7

2 of the compounds above, in markdown.
| structure | F508del corr | PGC1a acetyl inh | GSIS activator |
| --- | --- | --- | --- |
| COc1ccc2c3c(n(C)c2c1)[C@H](CO)N(CC1CCOCC1)CC31CN(C(=O)c2cccc(F)c2)C1 | -0.8 | -10.4 | 4.0 |
| COc1ccc2c3c(n(C)c2c1)[C@@H](CO)N(Cc1ccccc1)CC31CN(C(=O)C2CC2)C1 | 1.0 | -18.0 | -8.1 |

(continued)
SMILES	F508del corr	PGC1a acetyl inh	GSIS activator
C[C@@H]1CN([C@H](C)CO)C(=O)c2cc(NC(=O)CCCCCC(=O)Nc3ccccc3N)ccc2O[C@H]1CN(C)Cc1ccc(-c2ccccc2)cc1	-1.2	1.7	-3.8
O=C1CN(S(=O)(=O)c2cccc(F)c2)C[C@@H]2[C@H](c3ccc(-c4ccc(F)cc4)cc3)[C@H](CO)N12	-1.4	0.0	10.8
O=C(CCc1nnc(COc2ccccc2)o1)NCc1ccc(Cl)s1	-1.0	-11.0	0.2
CCCNC(=O)N1CC2(CN(C(=O)C3CCC3)C2)c2c([nH]c3cc(OC)ccc23)[C@H]1CO	-3.1	4.2	-0.1
